# proCasp3 act: activators of human procaspase-3 | recombinant procaspase-3 D3A, Ac-DEVD-pNA absorbance 405 nm | P42574 | activation, % at 8.5 µM | 330,000 tested, 0.11% active | AID 463141;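 active means activation above the mean of all tested compounds plus 3 SD, cut at about 21% in these data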;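 further: 0% = DMSO alone and 100% = DMSO wells spiked with extra 5 µM PC-3 D3A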
# Target sequence (P42574 whole entry D9A/D28A/D175A): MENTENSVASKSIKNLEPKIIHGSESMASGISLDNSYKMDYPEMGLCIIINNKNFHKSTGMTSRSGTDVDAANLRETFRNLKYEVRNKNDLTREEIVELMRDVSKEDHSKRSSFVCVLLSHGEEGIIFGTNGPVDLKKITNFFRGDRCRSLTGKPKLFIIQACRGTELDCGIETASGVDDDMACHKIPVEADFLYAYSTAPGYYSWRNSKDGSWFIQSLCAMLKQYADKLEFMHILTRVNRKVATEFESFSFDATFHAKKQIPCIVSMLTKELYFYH
#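 Compound: 8.5 µM single point, 0.8% DMSO / Material: Autoprocessing-dead procaspase-3 D3A mutant enzyme / Timing: 1 h preincubation plus 2 h reaction at 25 °C / Medium: Zinc-free HEPES/NaCl buffer with 0.01% Triton X-100 at pH 7.4 / Technique: 405 nm absorbance of p-nitroaniline, reads at 0 and 120 min / Repeats: one well per compound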
# proCasp7 act: activates human procaspase-7, counter-screen for procaspase-3 activators | P55210 | recombinant procaspase-7, Ac-DEVD-pNA absorbance 405 nm; D23A/D198A/D206A triple mutant, cannot self-cleave; scale: DMSO 0, 5 µM enzyme 100 | activation, % at 8.5 µM | 330,000 tested, 0.093% active;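 active means percent activation above the screen-wide mean plus 3 SD, cut at about 25% in these data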
# Target sequence (P55210 whole entry D23A/D198A/D206A): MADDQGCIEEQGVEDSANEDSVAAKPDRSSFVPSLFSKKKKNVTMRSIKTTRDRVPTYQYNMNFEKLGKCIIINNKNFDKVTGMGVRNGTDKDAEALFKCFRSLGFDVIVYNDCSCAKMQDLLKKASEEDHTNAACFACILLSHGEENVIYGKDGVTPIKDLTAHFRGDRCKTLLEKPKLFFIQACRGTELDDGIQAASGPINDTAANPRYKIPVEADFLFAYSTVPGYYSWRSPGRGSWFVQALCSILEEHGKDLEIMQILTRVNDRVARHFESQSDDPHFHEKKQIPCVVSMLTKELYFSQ
#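 buffer or medium = Zinc-free HEPES/NaCl buffer, pH 7.4 | material = Procaspase-7 triple mutant (PC-7 D3A) | input = 2 µM procaspase-7 mutant as dispensed | signal = Epi-absorbance of released pNA at 405 nm, two timepoints | timing = 1 h preincubation, 2 h reaction | replicates = singlicate compound testing | evaluation = % activation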
# MEP2-GFP yeast: alters MEP2-GFP fluorescence in TOR pathway yeast screen | 330,000 tested, 0.51% active | GFP response vs DMSO, % at 10 µM | S. cerevisiae MEP2-GFP strain, flow cytometry GFP, 3 h; 100% = DMSO control level;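 active means GFP response versus DMSO above a set limit, roughly screen mean plus 3 SD, cut at about 180% in these data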;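 further: median GFP fluorescence of the barcode-gated MEP2-GFP cells per well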
# AGP1 TOR yeast: yeast TOR pathway AGP1-GFP modulation. S. cerevisiae AGP1-GFP multiplex flow cytometry, 3 h; GFP as percent of DMSO wells. GFP response vs DMSO, % at 10 µM. 320,000 tested, 0.02% active;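 active means GFP response relative to DMSO above a set limit, near screen average plus 3 SD, cut at about 150% in these data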;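 further: median GFP channel fluorescence of the gated AGP1 strain per well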
# AHR activator: human AHR activation | P35869 | AHR-responsive luciferase reporter cells, luminescence | activation, % at 5 µM | 320,000 tested, 2.5% active | AID 2796; in the data active means activation above about 47%;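 further: 0% = vehicle wells and 100% = reference agonist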
# LAP4-GFP MLPCN: modulators of TOR pathway LAP4-GFP in S. cerevisiae | S. cerevisiae LAP4-GFP multiplex, flow cytometry GFP, 3 h; median GFP as percent of DMSO wells | GFP response vs DMSO, % at 10 µM | 320,000 tested, 0.34% active | AID 2023;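 active means GFP response vs DMSO above a set limit, about the screen mean plus 3 SD, cut at about 150% in these data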
# RPL19A TOR yeast: yeast TOR pathway RPL19A-GFP modulation; S. cerevisiae RPL19A-GFP strain, flow cytometry, 3 h; stronger effect = lower value; percent response vs DMSO, % at 10 µM; 330,000 tested, 0.3% active; AID 2025;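 active means percent response vs DMSO below 50%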;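 further: median channel GFP fluorescence of the barcoded RPL19A-GFP strain; ratio of sample median GFP to plate DMSO average so 100% = DMSO; lower means less RPL19A-GFP as with rapamycin TOR inhibition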
# CIT2-GFP yeast: modulators of TOR pathway CIT2-GFP in S. cerevisiae | S. cerevisiae CIT2-GFP strain, flow cytometry, 3 h; 100 means same as DMSO wells | GFP response vs DMSO, % at 10 µM | 320,000 tested, 0.065% active | AID 2029;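 active means GFP response relative to DMSO above a set limit, near the screen mean plus 3 SD, cut at about 150% in these data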;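 further: ratio of well median GFP fluorescence to mean of DMSO wells on the plate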
# An asterisk follows results filed as active; · = not tested or not shown.
SMILES,proCasp3 act,proCasp7 act,MEP2-GFP yeast,AGP1 TOR yeast,AHR activator,LAP4-GFP MLPCN,RPL19A TOR yeast,CIT2-GFP yeast
CCOC(=O)C(C)/C(C)=N/NC(=O)CCC(=O)Nc1cc(C)ccc1C (configuration not stated),11,-7,109,102,3,113,104,98
Cn1cc(C(=O)NCc2cccnc2)c(=O)c2cc(S(=O)(=O)N3CCCCCC3)ccc21,3,1,89,99,9,102,98,95
COCCNC(=O)Cn1nc(C(F)(F)F)cc1C,4,3,110,113,1,103,104,105
O=C1C2C3C=CC(C2C(=O)N1CCO)C1C(=O)N(CCO)C(=O)C31 (configuration not stated),8,12,100,95,0,100,97,101
Cc1ccc(Cl)cc1N1CCN(C(=O)C2CCN(S(=O)(=O)c3c(C)nn(C)c3C)CC2)CC1,4,10,107,102,-1,99,99,104
CNC(=S)Nc1cc(OC)ccc1OC,4,8,101,100,1,99,98,98
Nc1cc(=O)[nH]c(SCC(=O)Nc2nnc(-c3ccccc3)s2)n1,-10,5,110,98,2,102,98,99
CCOC(=O)CNC(=O)c1sc2nc(C)cc(C)c2c1N,-10,13,106,93,0,92,94,94
N#C/C(C(=O)NCc1ccco1)=C1/SC(Cc2ccc(Cl)cc2)C(=O)N1c1ccccc1 (configuration not stated),2,6,111,105,-1,99,100,103
Cc1ccc(NC(=O)C(C)S)cc1 (configuration not stated),3,11,104,106,1,111,102,123
NC(=O)c1ccc(NC(=O)COC(=O)CCc2ccc(S(=O)(=O)N3CCCCC3)cc2)cc1,2,4,96,105,4,108,100,106
CCNc1nc(OC)nc(Oc2ccc(=O)n(-c3ccccc3)n2)n1,13,4,95,91,1,89,94,93
O=C(c1ccc(F)cc1)N1CCCC(C(=O)N2CCCCC2)C1 (configuration not stated),2,3,103,101,0,102,98,100
O=C(COC(=O)/C=C/c1cccc(Cl)c1)Nc1cccc(S(=O)(=O)NC2=NCCC2)c1,5,-1,106,111,2,106,106,94
O=C(O)CN1C(=O)C(=O)N(Cc2c(F)cccc2Cl)C1=O,9,-6,103,94,0,91,98,96

# Structures from the list above that have four or more nitrogen atoms (four):
SMILES,proCasp3 act,proCasp7 act,MEP2-GFP yeast,AGP1 TOR yeast,AHR activator,LAP4-GFP MLPCN,RPL19A TOR yeast,CIT2-GFP yeast
Cn1cc(C(=O)NCc2cccnc2)c(=O)c2cc(S(=O)(=O)N3CCCCCC3)ccc21,3,1,89,99,9,102,98,95
Cc1ccc(Cl)cc1N1CCN(C(=O)C2CCN(S(=O)(=O)c3c(C)nn(C)c3C)CC2)CC1,4,10,107,102,-1,99,99,104
Nc1cc(=O)[nH]c(SCC(=O)Nc2nnc(-c3ccccc3)s2)n1,-10,5,110,98,2,102,98,99
CCNc1nc(OC)nc(Oc2ccc(=O)n(-c3ccccc3)n2)n1,13,4,95,91,1,89,94,93

# (cont.)
SMILES,proCasp3 act,proCasp7 act,MEP2-GFP yeast,AGP1 TOR yeast,AHR activator,LAP4-GFP MLPCN,RPL19A TOR yeast,CIT2-GFP yeast
Cc1ccc(Cn2c(-c3nonc3N)nc3ccccc32)cc1,-5,-1,114,111,2,120,100,105
CC1CCN(CC(C)CNC(=O)c2cc(-c3ccccn3)nc3ccccc23)CC1 (configuration not stated),2,2,102,98,1,100,101,100
COc1ccc2[nH]cc(C(=O)N3CCCCC3)c(=O)c2c1,8,-2,98,102,1,·,99,91
CC(=O)N1c2ccc(S(=O)(=O)N3CCCC(C(=O)Nc4cc(C)cc(C)c4)C3)cc2CC1C (configuration not stated),13,6,100,108,16,102,103,106
CC(=O)NC(=S)Nc1ccc(-c2nc3ccc(C)cc3s2)cc1,-10,-10,103,96,-1,94,96,92
COc1ccc(C(C)(C)C)cc1NC(=O)c1ccc2ncsc2c1,0,-10,99,96,9,127,96,86
CN(CC(=O)Nc1ccncc1)S(=O)(=O)c1ccc(Br)cc1,-3,1,98,102,6,111,99,98
COc1ccc(-n2c(SCC(N)=O)nnc2-c2ccccc2F)cc1,11,10,102,94,-1,94,99,99
Cc1ccc(NC(=O)/C(C#N)=C/c2cccs2)c(C)c1,-1,9,88,90,8,93,89,93
COCc1[nH]nc2c1C(c1c(F)cccc1Cl)C(C#N)=C(N)O2 (configuration not stated),-6,-2,101,98,-2,102,96,100
Cc1cccc(C(C)C)c1NC(=O)c1ccc(CN(c2ccccc2)S(=O)(=O)c2ccccc2)cc1,8,6,105,100,1,103,101,93
CCN(CC)CCNC(=O)c1sc2ncn(CC(=O)Nc3ccc(C)c(Cl)c3)c(=O)c2c1C,6,0,101,97,-2,97,101,100
Cc1c(Cl)cccc1NC(=O)CC1Sc2ccccc2NC1=O (configuration not stated),7,-4,92,92,1,·,85,87
O=C(CSc1nnc(-c2ccc(Cl)cc2)n1-c1ccc(Cl)cc1)N/N=C/c1ccco1,10,11,106,105,2,96,108,107
CCC1(C)Cc2c(C#N)c(N)n(-c3ccccc3)c(=S)c2CO1 (configuration not stated),4,8,95,103,3,90,99,94
COc1ccc(N(CC(=O)Nc2ccccc2C(=O)N2CCCC2)S(=O)(=O)c2ccccc2)cc1,-2,12,98,98,1,106,98,99
O=C1Nc2c(c(=O)[nH]c(=O)n2-c2ccccc2F)C(C(F)(F)F)(C(F)(F)F)N1,-1,-8,100,103,-3,93,97,95
c1coc(CNC2CCCCC2)c1,1,4,95,92,1,88,92,97
Cc1ccc(Cn2cc(SCC(=O)Nc3nccs3)c3ccccc32)cc1,7,-3,106,103,12,111,98,107
O=C(c1ccc(F)cc1)N1C2CCC1CC(O)(c1ccc(F)cc1)C2 (configuration not stated),3,10,101,107,0,98,100,113
O=C(NCc1ccc(F)cc1)C(=O)NCC1OCCN1S(=O)(=O)c1cccs1 (configuration not stated),-1,7,92,96,1,103,93,92
CCOc1ccccc1NC(=O)NCc1ccc(F)cc1,-2,-1,101,94,6,95,91,90
O=C(c1ccc(OC2CCN(Cc3ccccn3)CC2)cc1)N1CCCCCC1,3,4,103,104,-2,98,100,101
CN1CCC2(CC1)N=C(c1ccc(F)cc1)C(=S)N2C(=O)c1ccccc1,-7,-6,101,106,-1,103,102,98
COc1cccc(NC(=O)c2cccnc2)c1,-4,-10,84,88,11,91,87,87
COc1ccc2[nH]c(C)c(C(=O)CN3CCN(C/C=C/c4ccccc4)CC3)c2c1,-5,-8,97,102,6,87,96,·
FC(F)Sc1ccc(NC(=S)NC2CCCC2)cc1,0,-7,99,86,12,112,92,81
NC(=O)C1CCN(C(=O)COc2ccc3c4c(c(=O)oc3c2)CCCC4)CC1,4,-8,105,104,1,106,97,102
Cc1nc2nc(SCC(=O)NCCCN3CCCCCC3)nn2c(C)c1Cc1ccccc1Cl,-1,6,111,100,-1,98,97,106
CC(=O)c1cccc(S(=O)(=O)N2CCC(C(=O)N(C)Cc3ccc(Cl)s3)CC2)c1,4,3,101,95,-1,96,97,96
O=C(c1ccc(=O)oc1)N1CCCc2ccccc21,1,6,112,104,2,98,100,107
COc1ccc(N2CCn3c2nc2c3c(=O)n(CCCc3ccccc3)c(=O)n2C)c(OC)c1,-6,-9,112,92,-2,120,106,82
Cc1cccc(N2CCN(Cc3cnc(Cl)s3)CC2C)c1 (configuration not stated),5,-4,96,96,2,94,100,96
CCOC(=O)N1CCN(S(=O)(=O)c2ccc3c(c2)oc(=O)n3C)CC1,8,7,99,93,2,93,94,100
COc1ccc(Cc2nnc(NS(C)(=O)=O)s2)cc1,0,-4,103,103,6,110,103,103
O=C1CCS/C(=N\N=C\c2ccc(Cl)cc2Cl)N1,-7,4,105,·,-6,·,103,·
Cn1cnnc1SCC(=O)NCc1ccccc1,3,6,93,106,-1,104,97,109
NC(=O)c1oc2ccccc2c1NC(=O)c1ccc([N+](=O)[O-])o1,1,-15,105,103,11,104,112,101
Cc1cccnc1NC(=O)c1csnn1,-1,10,102,106,1,96,101,104
COc1cc(OC)cc(C(=O)Nc2nnc(SCC(=O)NCC3CCCO3)s2)c1 (configuration not stated),4,4,97,99,37,106,97,97
COc1ccccc1N1CCN(C(=O)c2cc(-c3ccco3)on2)CC1,-4,-5,101,99,-2,105,98,83
CCOC(=O)C1=C(C)OC(N)=C(C#N)C1c1ccc(OC)c(C)c1OC (configuration not stated),-6,14,99,99,2,93,99,98
CCC1CCCCN1c1nc(-c2ccncc2)nc2ccccc12 (configuration not stated),-1,4,96,79,15,106,94,89
C/C(CC(=O)N1CCN(C=O)CC1)=N\NC(=O)c1ccc([N+](=O)[O-])cc1,-11,0,106,98,2,102,101,95
COc1ccc(C(=O)Nc2c(C)ccc3nsnc23)cc1[N+](=O)[O-],6,8,94,114,0,90,97,84
Cc1cc(C)nc(CCNC(=O)c2cc(COc3ccc(F)cc3Cl)on2)n1,1,9,103,94,2,92,107,104
CCOc1c(Br)ccc2c1sc1nc[nH]c(=O)c12,-1,2,183*,27,24,105,·,105
COc1ccc(S(=O)(=O)Cc2ccc(C(=O)NCC(OC)OC)o2)cc1,8,-2,97,92,5,100,95,92

# An excerpt of these results, with two lines to a compound:
# The line under a structure holds: proCasp3 act, proCasp7 act, MEP2-GFP yeast, AGP1 TOR yeast, AHR activator, LAP4-GFP MLPCN, RPL19A TOR yeast, CIT2-GFP yeast
CCOc1c(Br)ccc2c1sc1nc[nH]c(=O)c12
  -1, 2, 183*, 27, 24, 105, ·, 105
CCOC(=O)N1CCN(S(=O)(=O)c2ccc3c(c2)oc(=O)n3C)CC1
  8, 7, 99, 93, 2, 93, 94, 100
